p53 reactivation = qHTS assay for re-activators of p53 using a Luc reporter. H1299 p53-A138V BP100-luciferase reporter, luminescence, 24 h. Potency, µM (doses to about 92.2 µM), without a hit: at the highest dose activity change, positive = activation, most hits filed as activators. 320,000 tested, 0.063% active. AID 504706, 2011; further: potency means the concentration at half of the fitted maximal effect; % of control where 0% means no effect; nearly all actives have a fitted effect of over 45% in size
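H1299 (p53-null), stable ts p53-A138V + BP100-Luc; 1000 cells/well, Opti-MEM/10% FBS; cpd 4 pt, 1:5; 24 h, 37 deg C, 5% CO2; detection reagent 10 min RT; luminescence.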
TSG101-PTAP inh = qHTS Assay for Iinhibitors of HIV-1 Budding by Blocking the Interaction of PTAP/TSG101. Tumor susceptibility gene 101 protein (Homo sapiens), Q99816. Fluorescence polarization, FITC-PTAP peptide / Tsg101 binding. Potency, µM (doses to about 115 µM), for inactives: at the top dose activity change, negative = inhibition, usual class: inhibitors. 340,000 tested, under 10 active. AID 493005, 2010; active means well fitted inhibition curve with a large enough effect in the main read-out, with a control signal flat, not every such curve was filed as active; inconclusive means small, poorly fitted or top-dose-only effect, or effect the other way, or a change in a side signal; inactive means no such curve, though single readings can be large or run the other way; further: potency means the concentration at half of the fitted maximal effect; % of control where 0% means no effect
Target sequence (Q99816 whole entry, looked up): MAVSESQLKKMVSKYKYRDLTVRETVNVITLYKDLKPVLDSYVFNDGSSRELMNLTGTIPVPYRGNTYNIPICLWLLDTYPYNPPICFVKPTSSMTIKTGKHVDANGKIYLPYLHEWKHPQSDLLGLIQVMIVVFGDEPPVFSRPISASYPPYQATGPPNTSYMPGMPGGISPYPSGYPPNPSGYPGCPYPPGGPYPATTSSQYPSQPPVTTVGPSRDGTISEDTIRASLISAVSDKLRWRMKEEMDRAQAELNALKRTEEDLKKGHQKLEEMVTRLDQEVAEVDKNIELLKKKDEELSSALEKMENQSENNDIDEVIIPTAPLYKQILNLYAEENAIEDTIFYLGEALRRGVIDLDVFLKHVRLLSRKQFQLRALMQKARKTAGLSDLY
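Fluorescence anisotropy tracks displacement of a FITC-tagged PTAP peptide (50 nM) from the Tsg101 binding domain (10 uM), following a 20 min room-temperature incubation at pH 7.5.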
BRCA1 expr act = qHTS Assay to Identify Small Molecule Activators of BRCA1 Expression. MCF7-BRCA1-FFLuc reporter, luminescence, 48 h; response scale: scaled: vehicle 0%, 10 µM genistein 100%. Potency, µM (doses to about 46.1 µM), inactives show top-dose activation, hits mostly activators. 380,000 tested, 1.1% active; further: potency means the concentration at half of the fitted maximal effect; nearly all actives have a fitted effect of over 80% in size; some results filed as inactive show a strong effect at the top dose
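MCF7-BRCA1-FFLuc, 2000 cells/well; 2 h attach, 37 °C/5% CO2; compound 48 h; luciferase substrate 15 min; luminescence end-point. Norm. to genistein 10 microM max activation and DMSO; concentration-response curves fitted.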
ELG1 genotoxic = qHTS screen for small molecules that induce genotoxicity in human embryonic kidney (HEK293T) cells expressing luciferase-tagged ELG1; Potency, µM (doses to about 46 µM), without a hit: top-dose activity change, positive = activation, usual class: activators; HEK293T ELG1-luciferase reporter, luminescence, 16 h; AID 504466, 2011; 330,000 tested, 1.3% active; further: potency means the concentration at half of the fitted maximal effect; % of control where 0% means no effect; nearly all actives have a fitted effect of over 60% in size
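16 hr compound incubation (37 °C, 5% CO2) of HEK293T cells carrying luciferase-tagged ELG1; luciferase then measured by ONE-Glo luminescence after 30 min at RT.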
USP2a block = qHTS Assay for Inhibitors of Ubiquitin-specific Protease USP2a Using CHOP2 as the Reporter; USP2 core, Ub-CHOP2 coupled fluorogenic reporter, 485/531; Potency, µM (top dose mostly 38.3 µM), for the others: at the highest dose activity change, negative = inhibition, most hits filed as inhibitors; 330,000 tested, 0.01% active;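 further: potency means the concentration at half of the fitted maximal effect; plate controls were DMSO wells for no effect and full inhibition by NEM control for full effect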
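USP2 core (10nM final) preincubated 30min RT with compound in 20mM Tris-HCl pH 8.0, 2mM CaCl2, 2mM beta-mercaptoethanol, 0.05% CHAPS; 25nM Ub-CHOP2 plus 25nM reporter substrate added, fluorescence (Ex485/Em531) read after 60min.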
S-ASM inh = Inhibitors of Secretory Acid Sphingomyelinase (S-ASM): qHTS. Sphingomyelin phosphodiesterase (Homo sapiens), P17405. placental ASM, HMU-PC fluorogenic substrate, 60 min. Potency, µM (highest dose often 57.5 µM), inactives show at the top dose activity change, negative = inhibition, usual class: inhibitors. 340,000 tested, 0.006% active. AID 504937, 2011; further: potency means the concentration at half of the fitted maximal effect
Target sequence (P17405 47-631 limits assumed): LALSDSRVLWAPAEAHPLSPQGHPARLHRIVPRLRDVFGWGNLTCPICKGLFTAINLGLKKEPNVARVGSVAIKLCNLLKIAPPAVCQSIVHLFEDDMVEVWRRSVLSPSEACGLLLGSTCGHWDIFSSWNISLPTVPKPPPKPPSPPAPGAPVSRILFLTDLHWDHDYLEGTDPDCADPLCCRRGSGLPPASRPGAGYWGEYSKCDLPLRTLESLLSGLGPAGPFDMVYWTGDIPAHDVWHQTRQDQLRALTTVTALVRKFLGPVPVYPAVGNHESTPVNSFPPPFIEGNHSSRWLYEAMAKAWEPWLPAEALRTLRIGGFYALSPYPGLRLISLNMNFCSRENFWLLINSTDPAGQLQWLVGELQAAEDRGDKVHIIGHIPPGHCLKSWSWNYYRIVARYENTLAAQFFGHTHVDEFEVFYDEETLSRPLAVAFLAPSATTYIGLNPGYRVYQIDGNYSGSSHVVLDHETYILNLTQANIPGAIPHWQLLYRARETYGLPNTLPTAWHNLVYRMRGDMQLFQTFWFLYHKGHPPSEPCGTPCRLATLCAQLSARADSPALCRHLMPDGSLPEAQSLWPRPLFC
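Human placenta-derived ASM enzyme was preincubated with compound for 10 minutes at room temperature, then given fluorogenic substrate HMU-PC0 (9 uM final) for 60 minutes at 37 °C; a pH 10 stop preceded fluorescence reading at Ex 386/Em 447 nm.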
B2AR arrestin = qHTS assay of beta-arrestin-biased ligands of beta2-adrenergic receptor. Beta-2 adrenergic receptor (Homo sapiens), P07550. beta-arrestin recruitment to beta2AR, cell-based reporter. Potency, µM (titrated, usually from 46.1 µM), for inactives: at the highest dose activation, usual class: activators. 330,000 tested, 0.02% active;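 further: potency means the concentration at half of the fitted maximal effect; 0% = DMSO controls and full agonism = EC100 isoproterenol or metaproterenol; nearly all actives have a fitted effect of over 65% in size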
Integrin act MD = qHTS for Activators of Integrin-Mediated Alleviation for Muscular Dystrophy | alpha7betagal myoblasts, beta-gal FDG fluorescence, 48 h | Potency, µM (highest dose often 38.3 µM), for inactives: at the highest dose activation, usual class: activators | 350,000 tested, 0.064% active;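 further: potency means the concentration at half of the fitted maximal effect; 100% = response of the positive control SU9516; nearly all actives have a fitted effect of over 60% in size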
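Alpha7betagal+/- myoblasts (passage 13) were plated 16-24 hr, then exposed to compounds (1:260 dilution of DMSO stock) for 48 hours at 37C. After MPER lysis, β-galactosidase reporter activity was read as FDG fluorescence (ex 480/em 540) after 30 minutes.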
Eya2 inh = qHTS Assay for Inhibitors of the Phosphatase Activity of Eya2 | Protein phosphatase EYA2 (Homo sapiens), O00167 | recombinant Eya2, OMFP fluorescence dephosphorylation (OMFP is methylfluorescein phosphate) | Potency, µM (titrated, usually from 76.9 µM), for the others: at the highest dose activity, negative = inhibition, most hits filed as inhibitors | 330,000 tested, 0.006% active; further: potency means the concentration at half of the fitted maximal effect; on the % scale 0 is the no-effect control and ±100 the full control effect
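Eya2 protein (added as 0.2 uM solution) was preincubated with compound for 10 min at ambient temperature in 50 mM HEPES pH 7.5, 50 mM NaCl, 5 uM MgCl2, 0.05% BSA, 1 mM DTT. OMFP (added at 50 uM) then reacted 10 min; fluorescence read at 485/525 nm.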
uPA surface inh = qHTS for Inhibitors of Cell Surface uPA Generation | cell surface uPA generation assay, qHTS | Potency, µM (highest dose often 38.3 µM), without a hit: at the highest dose activity change, negative = inhibition, actives largely listed as inhibitors | 330,000 tested, 0.31% active | AID 540303, 2011; active means well fitted inhibition curve with a large enough effect; inconclusive means small, poorly fitted or top-dose-only effect; inactive means no such curve, though single readings can be large or run the other way; tested in mouse RAW 264.7 cells; further: potency means the concentration at half of the fitted maximal effect; on the % scale 0 is the no-effect control and ±100 the full control effect; nearly all actives have a fitted effect of over 55% in size
TRPV1 ag = HTS Assay for Compounds that Act as Agonists of the Vanilloid Receptor 1; activation, % at 8.33 µM; 320,000 tested, 0.19% active; Transient receptor potential cation channel subfamily V member 1 (Homo sapiens), Q8NER1; TRPV1-expressing cells, Fluo-8 calcium influx, agonist mode; in the data active means activation above about 80%; inconclusive means between about 30% and that limit; further: 0% is about no effect
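Cells expressing TRPV1 were dye-loaded with Fluo-8 and read kinetically: 10 s baseline, 3 min after compound (agonist portion), then 2 min after EC20 capsaicin (allosteric enhancer portion). Calcium-bound dye fluorescence at 480/520 nm.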
The depositor's hits bear a star; ? = inconclusive; / = no result given; & = joins results of further samples; [ ] = remark or other dose. Unless noted, the call rests on the fitted dose curve; in most records, active means well fitted curve in the direction sought with a large enough effect; inconclusive means small, poorly fitted or top-dose-only effect, or another doubt; inactive means no such curve, though single readings can be large; an effect the other way counts as inactive or inconclusive.

SMILES | p53 reactivation | TSG101-PTAP inh | BRCA1 expr act | ELG1 genotoxic | USP2a block | S-ASM inh | B2AR arrestin | Integrin act MD | Eya2 inh | uPA surface inh | TRPV1 ag
Cc1cc(F)c(F)c(C(=O)N2CCC(C)CC2)c1Cl | 1% | -7% | 8% | -4% | 1% | 3% | 0.1% | 26% | 3% | 9% | -3
O=C(CN1CCN(c2ccccc2O)CC1)Nc1ccc(S(=O)(=O)N2CCCCCC2)cc1 | 0% | -2% | -47% | -14% | -1% | -1% | -0.2% | -23% | -38% | ? | 0
Cc1nn(C(C)C(=O)N2CCN(c3ccccn3)CC2)c(=O)c2cc3occc3n12 (centres undefined) | / | 1% | -9% | / | / | 0% | / | -8% | / | -1% | 2
Cc1c(C(=O)N2CCCC2)c(S(=O)(=O)Nc2ccccc2)c(C)n1C | -9% | -2% | -8% | 0% | 2% | 5% | 0.3% | 1% | 6% | 2% | 3
COC(=O)C(Cc1ccccc1)NC(=O)CCNC(=O)c1ccc(Br)cc1 (centres undefined) | 2% | -7% | -18% | -1% | -1% | 4% | -0.1% | -11% | 5% | 4% | 3
CN(Cc1ccco1)c1ncnc2ccc(-c3ccccc3Cl)cc12 | -9% | 1% | -42% | 0% | -4%&-2% | -6% | 0.8%&-0.1% | / | -11%&-2% | -11% | ?
Cc1ccc(C(=O)N/C(=C\c2cn(C)c3ccccc23)C(=O)OCCN(C)C)cc1 | -3% | -1% | -14% | -1% | 3% | 9% | 0.4% | -15% | 2% | -2% | 0
CCc1nc(SCC(=O)Nc2nc3c(s2)CCCC3)c2ccccc2n1 | 3% | -9% | -91%[inhibitor] | 0% | 5% | -12% | -0.8% | -60%[inhibitor] | -5% | -7% | 6
Cc1cccnc1NC(=O)c1csnn1 | -4% | 0% | 8% | -1% | 0% | -6% | -0.3% | 9% | -23% | -1% | -1
Cc1ccc2c(c1)C(=O)C(=O)N2Cc1ccc(F)cc1 | 29% | -3% | -20% | 9% | 4% | 9% | -0.8% | -12% | -9% | -11% | /
CCOc1cc(CNn2nnnc2N)cc(Cl)c1OCC(=O)NC(C)(C)C | -13% | -4% | -4% | -2% | 1% | 0% | -1.0% | -3% | -13% | -2% | -3
COCC(=O)Nc1cc([N+](=O)[O-])ccc1OC | -6% | -4% | -1% | 0% | 2% | 2% | -0.3% | -12% | -2% | 5% | 0

Next part; the last 2 above are carried over.
SMILES | p53 reactivation | TSG101-PTAP inh | BRCA1 expr act | ELG1 genotoxic | USP2a block | S-ASM inh | B2AR arrestin | Integrin act MD | Eya2 inh | uPA surface inh | TRPV1 ag
CCOc1cc(CNn2nnnc2N)cc(Cl)c1OCC(=O)NC(C)(C)C | -13% | -4% | -4% | -2% | 1% | 0% | -1.0% | -3% | -13% | -2% | -3
COCC(=O)Nc1cc([N+](=O)[O-])ccc1OC | -6% | -4% | -1% | 0% | 2% | 2% | -0.3% | -12% | -2% | 5% | 0
CC1Cc2cc(/C=C3/SC(N4CCC(C(N)=O)CC4)=NC3=O)ccc2O1 (centres undefined) | -3% | -2% | -1% | 5% | 1% | 42%[activator] | 0.0% | 2% | 1% | -8% | ?
NC(=O)C[C@@H]1N[C@]2(C(=O)Nc3ccccc32)[C@@H]2C(=O)N(C3CCCCC3)C(=O)[C@H]12 | 1% | -2% | 10% | 6% | 1% | 2% | 0.2% | -23% | 5% | 3% | -2
COc1ccc(N(Cc2nnc3n2CCCCC3)C(=O)Nc2ccccc2)cc1 | 0% | -3% | 1% | 4% | 2% | 6% | -0.1% | -13% | -18% | -7% | 1
COc1ccc(-c2nn(CCC(=O)O)cc2/C=C/C(=O)O)cc1[N+](=O)[O-] | -1% | -1% | 14% | 0% | 2% | 2% | -0.9% | -14% | 2% | 4% | -2
O=C(CO/N=C/c1ccccc1OC(F)F)N1CCc2ccccc21 | -1% | -2% | 27% | -1% | -1% | 1% | -0.7% | -20% | 4% | 10% | ?
O=C(NC(=S)N1CCCc2ccccc21)c1ccc(Cl)cc1 | ? | 0% | -31% | 16% | 2% | 6% | 0.4% | 0% | 3% | -1% | 1
CC(C)CN1CCC(=O)N([C@H](COc2ccccc2)c2ccccc2)CC1 | 10% | 2% | -18% | 0% | 3% | 3% | 0.0% | -3% | -3% | -15% | ?
Cc1cccc(C(=O)Nc2nccs2)c1[N+](=O)[O-] | -1% | -5% | -3% | -1% | 1% | 2% | -0.4% | -4% | 0% | 2% | 1
Cc1ccc(N2C(=O)C(CN3CCOCC3)C2c2ccccc2)cc1 (centres undefined) | -2% | 0% | 10% | -4% | 1% | 3% | 0.5% | -15% | 25% | 5% | 5
CN(C)c1ccc(CN(C(=O)COc2ccc(Br)cc2)C2CCS(=O)(=O)C2)cc1 (centres undefined) | -3% | 0% | -24% | -2% | 4% | -3% | 0.1% | 6% | -8% | / | -1
O=C(CSc1ccc([N+](=O)[O-])cc1)Nc1nnc(C2CC2)s1 | 3% | 1% | 5% | 1% | 0% | 5% | -0.1% | 10% | -7% | 3% | /
O=C(c1ccco1)N1CCN(C(=S)Nc2ccccc2C(F)(F)F)CC1 | 13% | -4% | -50% | -12% | 1% | 6% | -0.6% | -31% | 4% | -2% | -3
COc1ccc(NC(=O)c2sccc2OS(=O)(=O)N(C)C)cc1 | -2% | 5% | -8% | 1% | 0% | -3% | 1.1% | 9% | 6% | -2% | 3
Cc1cccc(NC(=O)C2CCN(S(=O)(=O)c3c(C)noc3C)CC2)c1 | -9% | 0% | -10% | -3% | 2% | 0% | 0.3% | 16% | -2% | -6% | ?
CC(C)CCNC(=O)COC(=O)c1cc(Br)c(Br)s1 | -3% | -1% | 2% | 1% | 4% | 0% | 0.2% | 6% | -5% | 12% | 25
Cc1cccc(N2CCN(C(=O)c3cnn4c(C(F)F)cc(-c5ccccc5)nc34)CC2)c1C | -2% | -2% | -2% | 0% | 0% | -2% | -0.2% | 1% | 0% | 12% | 15
COc1ccc(/C=C2\SC(=N)N(c3ccc(F)cc3)C2=O)cc1OC | 0% | -1% | -39% | 0% | 4% | 0% | 3.1% | 8% | -21% | -5% | -1
CCCCCCCc1c(O)nc(SCC(=O)O)[nH]c1=O | 0% | -11% | 13% | -1% | -3% | 5% | -0.3% | -8% | 0% | -3% | 8
CC(=O)Nc1ccc(NC(=O)COc2ccc([N+](=O)[O-])cc2)cc1 | 12% | -3% | 0% | -1% | 5% | -4% | -0.1% | 0% | -9% | 1% | 0
COc1ccc(N2CCN(S(=O)(=O)c3ccc(Br)s3)CC2)cc1 | 1% | -10% | 5%[1.84 µM] | 16% | -1% | -4% | -0.1% | 3% | -18% | 1% | 4
O=C(CSc1nnc(CNC(=O)C23CC4CC(CC(C4)C2)C3)n1-c1ccc(F)cc1)Nc1ccc(F)cc1 | -25% | -3% | -39% | -7% | 3% | -1% | -0.1% | -19% | 3% | -6% | -2
CSCCC(NC(=O)c1ccco1)C(=O)Nc1ccc(C)c(S(=O)(=O)N2CCOCC2)c1 (centres undefined) | 0% | -3% | -17% | 4% | 2% | 3% | 0.1% | 10% | 4% | -3% | -1
CCc1cc(C(=O)c2ccc(Br)cc2)c(NC(=O)CN(CC)CC)s1 | -3% | -8% | -18% | -1% | 2% | ? | -0.9% | 20% | -18% | 18% | 0
Nc1c(Cl)ncnc1N1CCN(c2ncnc(Cl)c2N)CC1 | -9% | -1% | -2% | 1% | -3% | 3% | -0.4% | 15% | 1% | -6% | 0
N#CC1=C(N)OC2=C(CC/C2=C\c2ccccc2Cl)C1c1ccccc1Cl (centres undefined) | 16% | 14% | -63% | 0% | 7% | 90%[activator] | -0.3% | -17% | 0% | -30% | 0
